# Bioassay records as filed in PubChem BioAssay.
# LDHA block: qHTS assay for inhibitors of human lactate dehydrogenase | L-lactate dehydrogenase A chain (Homo sapiens), P00338 | purified LDHA, NADH/diaphorase-resazurin fluorescence; active compounds read low | activity change, % (values are at about 110 or 230 µM) | actives 0.15% (n = 480,000) | AID 1347041, 2019; in the data active means activity change below about -30%; inconclusive means mostly about -25% to -30%;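 further: plate controls were DMSO wells for no effect and wells without enzyme for full effect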
#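 Resorufin fluorescence (ex540/em590), read at 0 and 20 min after diaphorase/resazurin addition, reports the NADH left after a 5 min room-temperature reaction of 2 nM human LDH5 with 0.06 mM NADH and 0.2 mM pyruvate.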
# * = called active by the depositor; ? = inconclusive. This is a subset. The share of hits here may be higher or lower than overall.
LDHA block	SMILES
2.3	O=S(=O)(NC1CCN(S(=O)(=O)c2c(Cl)cccc2Cl)CC1)c1cccs1
1.4	Cc1ccc(NC(=O)N2CCN(c3cccc(Cl)c3)CC2)cc1C
32.0	Nc1ccc2c(S(=O)(=O)O)cc(S(=O)(=O)O)cc2c1
-3.8	CCn1c(SCc2cc(OC)c(Br)cc2OC)nc2cc(S(N)(=O)=O)ccc21
9.8	COc1cc(C#N)cc(OC)c1OC
-19.1	C=C(C)Cn1c(N2CCOCC2)nc2c1c(=O)[nH]c(=O)n2C
8.4	CC(=O)Nc1cccc(OCc2cccc(C3Nc4ccccc4C(=O)N3Cc3ccco3)c2)c1 (centres undefined)
-0.4	CC(=O)Nc1ccccc1SCc1cc(=O)n2cc(C)sc2n1
3.5	CC(=O)Nc1ccc(CNCCSCc2cccs2)cc1
-4.5	N#Cc1nc(COc2ccc(F)cc2)oc1N1CCOCC1
3.0	COc1ccc(C(=O)Oc2ccc3c(=O)c(Oc4ccc(C(C)(C)C)cc4)coc3c2)cc1OC
9.1	COC(=O)C(C)OC(=O)/C=C/c1ccc2ccccc2n1 (centres undefined)
13.0	O=S(=O)(Nc1ccc2cn[nH]c2c1)c1ccc(Cl)c(Cl)c1
-8.5	CCCc1ccc(-c2csc(NC(=O)c3cnc4c(c3)c(=O)n(C)c(=O)n4C)n2)cc1
-7.4	CCCCc1ccc(Nc2nnc(SCC(=O)NC(C)(C)C)s2)cc1
5.4	O=C(/C=C/c1cccc(Cl)c1)c1ccc(O)cc1
11.0	CCc1ccc(C2C(C(=O)OC(C)C)=C(C)N=C3SCCC(=O)N32)cc1 (centres undefined)
-6.0	CSC(NS(=O)(=O)c1cccs1)=C(c1nc2ccccc2s1)c1nc2ccccc2s1
-12.0	COc1ccccc1C(C)NC(=O)c1n[nH]c(=O)c2ccccc12 (centres undefined)
4.6	CCCCCc1c(-c2cccc(F)c2)ncn1CCc1ccccc1OC
0.8	CCC(=O)Nc1ccc(Cl)c(NC(=O)c2cccc3c(Br)cccc23)c1
?	Cc1csc(NC(=O)CCNC(=O)c2ccoc2)n1
-0.2	O=C(OC1CC2CC1[C@H]1CCCCN1C2=O)N1CCN(c2ccccc2)CC1 (some centres undefined)
12.4	Cc1ccc(C)c(NC(=O)C(c2ccccc2)N2CCN(C(=O)C3CC3)CC2)c1 (centres undefined)
-1.7	CCC(Sc1nnc(CSc2ncccn2)n1-c1ccc(F)cc1)C(=O)OC (centres undefined)
7.4	Cc1ccc(CC(=O)Nc2cccc(C(=O)N3CCc4sccc4C3)c2C)cc1
4.6	CC(=O)NC(Cc1c[nH]c2ccccc12)C(=O)NNC(=O)CSc1nc2ccccc2s1 (centres undefined)
1.3	COc1cc(C(=O)Nc2ccc3sc(NC(C)=O)nc3c2)cc(OC)c1OC
2.8	O=C(CCl)N1CCN(C/C=C/c2ccccc2)CC1
-3.3	COC(=O)c1cccc(NC(=O)NCC2CCN(CCc3ccc(F)cc3)CC2)c1

# (list continues)
LDHA block	SMILES
2.0	Cc1cc(C(=O)N2CCCCCC2)sc1C
-2.0	COc1ccc(-c2cc3nc(C)c(CCC(=O)NCc4ccc5c(c4)OCO5)c(C)n3n2)c(OC)c1
-3.8	CCc1nc(N)sc1C
18.6	Cc1cccc(C)c1NC(=O)c1ccc2ccccc2n1
2.0	COc1ccc(NC(=O)c2cnc3ccccc3n2)c(OC)c1
-3.5	CCCCCNc1nc2ccccc2nc1NS(=O)(=O)c1cccc(Cl)c1
-1.2	Cc1ccc(CN(C)C(=O)COc2ccc3ccc(=O)oc3c2)cc1
-10.8	O=C(CCSc1nc(Cl)nc2nc[nH]c12)NCCc1ccccc1
-4.5	CCc1ccccc1NS(=O)(=O)c1c(C)[nH]c(C)c1C(=O)N1CCCC1
-1.4	COc1cccc(C2=NN(C(C)=O)C(c3ccc4nccnc4c3)C2)c1 (centres undefined)
-2.4	N#CCCN(CCC#N)C(=O)C1CCN(C(=O)c2cccs2)CC1
-2.5	CCOc1cc(/C=C2/NC(=O)NC2=O)cc(I)c1OCC(=O)OC
10.6	COc1ccc(CCNC(=O)C(=O)NCc2n[nH]c(=O)c3ccccc23)cc1
12.2	CCOc1ccccc1Oc1c(C(F)(F)F)oc2cc(OC(=O)c3ccccc3F)ccc2c1=O
0.1	COc1ccc(NC(=O)Nc2ccc(F)c(-c3nnc(-c4ccccc4)o3)c2)c(OC)c1
-8.8	COc1cccc(-c2noc(-c3ccc(CSCc4ccccc4F)o3)n2)c1OC
1.3	CC1CCC(NC(=O)C(=O)Nc2ccc(C(C)(C)C)cc2)CC1 (centres undefined)
-6.9	Cn1c2c(c(=O)n(C)c1=O)C(c1ccc(C(=O)O)cc1)C1=C(CC(C)(C)CC1=O)N2 (centres undefined)
4.1	CCOC(=O)C(C#N)C(N)=O (centres undefined)
-0.2	COCCc1ccc(-c2csc(NC(=O)c3cc4cnn(C(C)C)c4nc3C)n2)cc1
-2.7	CCCN(C(=O)c1ccc2c(=O)n3c(nc2c1)CCCC3)c1ccc(OCC)cc1
10.7	Cc1ccc(NS(=O)(=O)c2ccc(-c3coc(C)n3)cc2)cc1
3.6	CCCCCCCCCCCC(=O)Nc1ccc(C)c(C)c1
12.1	COc1ccc(/C(=N/OC(=O)c2cccc(F)c2)c2nccc3cc(OC)c(OC)cc23)cc1OC
10.2	CC(C)Cc1nc2oc3c(NCC(C)O)ncnc3c2c2c1CCC2 (centres undefined)
-4.7	CSc1cccc(N2CC(C(=O)O)CC2=O)c1 (centres undefined)
2.8	CC(C)(C)OC(=O)NCC(=O)O
-2.5	COc1ccc2c(C(F)(F)F)cc(=S)[nH]c2c1
1.5	O=C(Nc1ccc2c(c1)OCCCO2)c1ccc(SCc2cscn2)cc1
-21.9	Cc1cc(C(=O)COC(=O)Cn2cnc3c2c(=O)n(C)c(=O)n3C)c(C)n1CC(F)(F)F

# More structures follow:
LDHA block	SMILES
3.2	O=C(Nc1ccc(Cl)c(C(F)(F)F)c1)C1=C(c2ccccc2)S(=O)(=O)CCO1
8.7	NCc1ccc(Br)cc1C(F)(F)F
1.4	FC(F)(F)c1cccc(CSc2nc(-c3cccs3)cc(C(F)(F)F)n2)c1
11.1	COc1ccc(NS(=O)(=O)c2ccc(-c3cc(C(F)(F)F)on3)s2)cc1OC
0.5	CCn1nc(C(=O)OCC(=O)Nc2ccccc2Oc2ccccc2)c2ccccc2c1=O
-0.1	CC(=O)Nc1ccc(C)cc1S(=O)(=O)N1CCCCCC1c1cccs1 (centres undefined)
11.8	O=C(C1CN(C(=O)c2ccc(F)cc2F)c2ccccc2O1)N1CCOCC1 (centres undefined)
4.6	Nc1[nH]c(C(=O)c2ccccc2)c(-c2ccc(F)cc2)c1C(=O)NCc1ccccc1
-2.9	CC(=O)N1CCC(Nc2nc(-c3cccnc3)nc3ccccc23)CC1
-0.1	Cn1c(=O)c2c(nc(N)n2CC(O)COc2ccccc2)n(C)c1=O (centres undefined)
-0.9	COc1cc(C(=O)O)cc(CC(C)Cl)c1OC (centres undefined)
-2.3	CCCCCNC(=O)c1cccc(NC(=O)c2ccccc2)c1
-1.0	CCCC(=O)Nc1c(S(=O)(=O)c2ccccc2)c(C)c(C)n1Cc1ccccc1
6.0	CCCc1c(C)nc2ncnn2c1Nc1ccccc1
-0.8	CCOC(=O)Cn1c(=O)c2c3c(sc2n(CCN(C)C)c1=O)CC(C)CC3 (centres undefined)
-3.9	COc1ccc(OCCN(C)C(=O)c2cn(C)c3ccccc23)cc1
-11.3	Cn1cc(CC(=O)NCc2ccc(C(N)=O)cc2)c2ccccc21
0.4	O=C(NCC(O)c1ccc(F)cc1)Nc1ccc(F)cc1 (centres undefined)
-3.4	Cc1c(-c2ccccc2)oc2c(C(=O)OCC(=O)Nc3ccc(F)cc3F)cccc2c1=O
7.0	CCC(CC)(Cc1nc2ccccc2s1)C(=O)O
3.1	CCOc1ccc2oc(=O)c(-c3ccc(OC)cc3)c(C)c2c1
-1.0	O=C(NCC1OCCc2ccccc21)c1ccc(Cl)cc1 (centres undefined)
29.7	Cc1ccccc1C(=O)N1CCN(c2ccc([N+](=O)[O-])c(-n3nc(C)c4ccccc4c3=O)c2)CC1
4.0	COc1ccc2cnn(CC(=O)Nc3ccc(F)cc3)c(=O)c2c1OC
24.5	CC(C)c1nc2oc3c(NCCN(C)C)ncnc3c2c2c1COC(C)(C)C2
-7.6	N#Cc1nc(-c2ccc(S(=O)(=O)N3CCCCC3)cc2)oc1NCCCN1CCOCC1
-1.3	Cc1nc2nc(NCc3ccc(Cl)cc3)[nH]n2c(=O)c1CCC(=O)Nc1cccc2ccccc12
-0.2	Cc1noc(/C=C\c2ccc(S(=O)(=O)N3CCN(C4CCCCC4)CC3)cc2)c1NC(=O)C1CC1
14.0	CCOC(=O)COc1cc(O)cc2oc(-c3ccccc3)cc(=O)c12
5.4	CCOC(=O)c1oc2cc(OCC(=O)c3ccccc3)ccc2c(=O)c1-c1ccc2c(c1)OCCO2

# Fetched one by one from the list above (5):
LDHA block	SMILES
-1.0	CCCC(=O)Nc1c(S(=O)(=O)c2ccccc2)c(C)c(C)n1Cc1ccccc1
0.4	O=C(NCC(O)c1ccc(F)cc1)Nc1ccc(F)cc1 (centres undefined)
-11.3	Cn1cc(CC(=O)NCc2ccc(C(N)=O)cc2)c2ccccc21
5.4	CCOC(=O)c1oc2cc(OCC(=O)c3ccccc3)ccc2c(=O)c1-c1ccc2c(c1)OCCO2
29.7	Cc1ccccc1C(=O)N1CCN(c2ccc([N+](=O)[O-])c(-n3nc(C)c4ccccc4c3=O)c2)CC1

# Copied from the list:
# `CCn1nc(C(=O)OCC(=O)Nc2ccccc2Oc2ccccc2)c2ccccc2c1=O` in LDHA block is listed with 0.5
# `N#Cc1nc(-c2ccc(S(=O)(=O)N3CCCCC3)cc2)oc1NCCCN1CCOCC1` in LDHA block is listed with -7.6
# `Cn1c(=O)c2c(nc(N)n2CC(O)COc2ccccc2)n(C)c1=O` (centres undefined) in LDHA block is listed with -0.1

# The listing continues.
LDHA block	SMILES
-2.4	N#C/C(=C\c1ccc([N+](=O)[O-])o1)C(=O)NC1CCCCC1
1.3	O=C(CSc1nnc(COc2ccccc2Cl)n1C1CC1)c1c[nH]c(C(=O)N2CCCC2)c1
4.5	Cc1c(C(=O)NC(C)c2ccccc2)[nH]c2c1C(=O)CCC2 (centres undefined)
6.9	Cc1cc(=O)oc2cc(OC(C)C(=O)Nc3ccc(S(=O)(=O)NC(C)C)cc3)ccc12 (centres undefined)
-0.2	CCOC(=O)C1(C)C=C(Nc2ccc(F)cc2)C(=O)N1c1ccc(F)cc1 (centres undefined)
-0.6	CCn1c2ccccc2c2cc(CNC34CC5CC(CC(C5)C3)C4)ccc21
18.7	CCN(Cc1ccco1)C(=O)c1cc2ccc(OC)cc2[nH]1
8.6	CCC(C(=O)NC(C)(C)CC)c1ccccc1 (centres undefined)
1.9	CCOC(=O)[C@]12CCCC=C1N(Cc1ccc3c(c1)OCO3)C(=O)[C@H](CC(=O)NCc1cccc3ccccc13)C2
-1.6	CC(OC(=O)c1nn(C)c(=O)c2ccccc12)C(=O)N1CC(=O)Nc2ccccc21 (centres undefined)
2.0	O=C(NCc1ccccn1)c1cccc(Cl)c1
-4.6	N#Cc1ccccc1S(=O)(=O)NC1CCSc2c(F)cccc21 (centres undefined)
-2.6	COC(=O)Nc1sc2c(c1C(N)=O)CCCC2
0.8	COc1ccc(OC)c(/C=C2\Oc3cc(OC(=O)c4ccc(C(C)(C)C)cc4)ccc3C2=O)c1
-3.3	Fc1ccc(CCNC(=S)Nc2ccc(Oc3ccccc3)cc2)cc1
1.6	CCC(=O)Nc1c(-c2cc(=O)oc3c(C)cc(C)cc23)oc2ccccc12
-1.7	Cc1cc(OCC(=O)NCc2ccc(-c3nc4ncccc4o3)cc2)ccc1Cl
2.9	COc1ccc2c(c1)CCCN2S(=O)(=O)c1cc(C)ccc1C
1.5	CC(=O)Nc1ccc(NC(=O)C(C)Br)cc1 (centres undefined)
3.7	O=C(O)C1(c2cccc(Br)c2)CCCC1
5.5	CN(C)c1ccc(C(=O)/C=C/c2ccccn2)cc1
6.1	Cc1ccc(-c2cc(C(=O)NCc3ccccc3)c3ccccc3n2)o1
-9.2	O=C(CN1CCN(c2ccccc2F)CC1)Nc1ncc2c(n1)CCCC2=O
-2.7	Cc1ccc(/C=N/NC(=O)c2ccc(Cl)cc2)s1
-5.2	Cc1cc(COc2ccc(C(=O)c3ccccc3)cc2)on1
2.4	Cc1ccc(C(=O)NCc2ccc(-c3csc(C)n3)cc2)cc1
8.5	O=C(CSc1nc2cc(S(=O)(=O)N3CCCCC3)ccc2o1)N1CCc2ccccc21
-7.5	O=C(c1ccc2c(c1)CCN2S(=O)(=O)c1ccc(Br)cc1)N1CCCC1
-10.9	CCOc1ccc(Nc2nc(N3CCOCC3)c3cnn(C)c3n2)cc1
1.8	CC(C)CCN1CCN(C(=O)CCCc2ccccc2)CC1

# Further structures.
LDHA block	SMILES
-8.5	N#CC(C(=O)/C=C/c1ccccc1)C(=O)Nc1ccccc1Cl (centres undefined)
5.3	CC(CC(=O)N(C)C1CCN(C)CC1)c1ccc(F)cc1 (centres undefined)
-0.2	COc1cccc(CN(C)S(=O)(=O)c2cnn(C)c2)c1OC
5.5	CCCNc1c(NC(=O)c2c(F)cccc2F)c(=O)oc2ccccc12
-4.6	COc1ccc(C2=Nc3ccccc3N(C(=O)Cc3cc(OC)cc(OC)c3)C2C(=O)NC(C)(C)C)cc1 (centres undefined)
4.4	CCC(=O)c1ccc(OC(=O)c2cc(Br)ccc2Cl)cc1
4.3	CCOC(=O)c1cc(NC(=O)c2ccc(-c3cc4ccccc4oc3=O)cc2)ccc1N1CCOCC1
-24.4	COc1ccc2cc(C(=O)NCC3CCC3)c(C)nc2c1
-4.1	CC(C)Cn1c(SC(C)C(=O)Nc2nccs2)nnc1-c1ccco1 (centres undefined)
7.0	CN(CCCNC(=O)c1cccnc1)CC(F)(F)F
-0.9	Cc1ccc2c(CN(C)CCOc3cccc(Cl)c3)cc(=O)oc2c1
